KKLEB tox – CF airway cell cytotoxicity counter-screen. KKLEB CF airway cells viability, ATPlite luminescence, overnight; hits give low values; cells stimulated with P. aeruginosa culture filtrate. activity change (cytotoxicity), % at 5 µM. 360,000 compounds, 0.36% hits;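 active means corrected activity change at or below -50% at 5 µM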
Shn3 inh set2 – inhibitors of Schnurri-3 3'UTR reporter in osteoblasts | Clone20 osteoblast Shn3 3'UTR firefly luciferase, 24 h | inhibition, % at 12.5 µM | 360,000 compounds, 0.52% hits | AID 588674;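 active means mean inhibition of at least 75% with every replicate also reaching 75%; inconclusive means mean inhibition at least 75% but some replicate below; inactive means mean inhibition below 75%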;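 further: 0% = median of neutral control wells and 100% = pilot-screen positive control compound; some compounds past the cut are filed as inactive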
TRAIL sens C8 – sensitizes caspase-8 expressing cells to TRAIL | inhibition (viability loss, TRAIL sensitization), % at 10 µM | NB7+C8 cells + TRAIL, ATPlite viability luminescence | 360,000 compounds, 1% hits | AID 624354;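 active means compounds causing at least 50% loss of cell viability in the single-dose screen, relative to plate controls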
NR2E3 ag-1 – activates human NR2E3 receptor. Q9Y5X4. CHO-S Gal4-NCOR/VP16-NR2E3 two-hybrid, luciferase. inhibition of corepressor binding, % at 3.98 µM. 360,000 compounds, 0.35% hits. AID 602229;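 active means inhibition above the mean of all tested compounds plus 3 SD, cut at about 70% in these data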;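 further: 0% = DMSO with NR2E3 transfected cells and 100% = cells lacking NR2E3 construct; higher means lower luciferase signal from less NR2E3 corepressor binding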
Target sequence (Q9Y5X4 whole entry, looked up, the tested form may be a part): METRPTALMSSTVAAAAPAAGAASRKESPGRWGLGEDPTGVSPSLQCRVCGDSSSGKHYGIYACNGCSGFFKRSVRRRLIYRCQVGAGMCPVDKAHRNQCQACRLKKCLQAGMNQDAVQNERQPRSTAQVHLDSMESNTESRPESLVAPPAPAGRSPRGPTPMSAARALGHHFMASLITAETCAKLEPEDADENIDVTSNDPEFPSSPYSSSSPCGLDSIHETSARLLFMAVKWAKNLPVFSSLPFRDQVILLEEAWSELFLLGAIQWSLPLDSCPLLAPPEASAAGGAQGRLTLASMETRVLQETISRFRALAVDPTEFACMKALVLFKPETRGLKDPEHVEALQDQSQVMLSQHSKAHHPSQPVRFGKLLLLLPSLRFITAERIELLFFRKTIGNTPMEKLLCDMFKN
hiPSC survival – increases survival of single human iPS cells. hiPSC single-cell survival, ATPlite luminescence; 100% = ROCK inhibitor wells, 0% = DMSO. survival enhancement, % at 20 µM. 360,000 compounds, 0.044% hits. AID 602274; in the data active means survival enhancement above about 18%;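 further: cells exposed to compounds for 16 hours before the ATP read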
NR2E3 ag-2 – NR2E3 (human) agonism; Q9Y5X4; GST-NR2E3/biotin-RetCOR TR-FRET, 1536-well; inhibition of corepressor binding, % at 4.78 µM; 320,000 compounds, 0.12% hits; AID 2300;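 active means percent inhibition above the cutoff of mean plus 3 SD of all tested compounds, set per screening campaign, cut at about 20% in these data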;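 further: 0% = DMSO wells and 100% = biotin wells as full block of FRET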
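Material: NR2E3–RetCOR corepressor complex / Incubation: Compound–protein incubation for 5 h at 4 °C / Dosing: compound at 4.8 µM, single dose / Detection: time-resolved FRET / Benchmarks: high control biotin, low control 0.6% DMSO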
CF NFkB inh – blocks PAF-induced NF-kB reporter in cystic fibrosis cells. KKLEB NF-kB-GFP reporter, GFP fluorescence overnight. inhibition, % at 5 µM. 360,000 compounds, 0.86% hits. AID 588850;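 active means at least 50% inhibition at 5 µM, scaled per plate between neutral and stimulator controls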;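 further: PAF is a Pseudomonas aeruginosa culture filtrate used as stimulus; plate controls were PAF-stimulated DMSO wells for no effect and unstimulated DMSO wells for full effect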
Peg3 promoter – Peg3 promoter activity inhibition; 360,000 compounds, 1.7% hits; HeLa PEG-Prom luciferase reporter, luminescence, overnight; inhibition, % at 20 µM; AID 588405;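 active means inhibition of at least 50% at 20 µM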
TRPM1 prom inh – reduces MITF-dependent TRPM1 promoter luciferase signal | SK-MEL-5 TRPM1 promoter luciferase, 24 h | inhibition, % at 12.5 µM | 330,000 compounds, 0.83% hits | AID 488899;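 active means mean inhibition across replicates of 60% or more, whatever share of single replicates reaches that level; inconclusive means some that reach 60%, reason not given; inactive means mean inhibition across replicates below 60%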; further: values of inactives mirror those of a sister screen read the other way
HIF-2a block – HIF-2a inhibition. 786-0 RCC cells HIF-2a reporter, luciferase luminescence, overnight. 360,000 compounds, 0.72% hits. inhibition, % at 18.8 µM;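 active means inhibition of the luminescence signal of 40% or more relative to plate controls, in a single-dose primary screen at 18.75 µM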
EBV LMP1 NFkB – reduces LMP1-driven NF-kappaB luciferase signal. LMP1-induced NF-kappaB luciferase reporter cells, luminescence. inhibition, % at 12.5 µM. 350,000 compounds, 0.69% hits. AID 504558; in the data active means inhibition above about 41%; inconclusive means no clear call, values can overlap the other calls;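 further: 0% = neutral control wells and 100% = reference inhibitor control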
Numbers without * were called inactive; ? = inconclusive; . = no result given.

The line under a structure holds: hiPSC survival	KKLEB tox	Peg3 promoter	HIF-2a block	TRPM1 prom inh	NR2E3 ag-2	EBV LMP1 NFkB	CF NFkB inh	TRAIL sens C8	NR2E3 ag-1	Shn3 inh set2
> COc1ccc(NC(=O)c2cc3c(s2)CCC(C)C3)cc1S(=O)(=O)N1CCOCC1 (stereo unspecified)
  1.0	-3	29	-50	38	0	20	15	25	-19	46
> CCOC(=O)CCCN(c1[nH]c(C)c(C)c1C#N)S(=O)(=O)c1ccc(C)cc1
  1.3	16	0	3	.	.	2	5	-9	-29	2
> CC(=O)Oc1ccccc1Cn1c(C)c(C(=O)N(C)Cc2ccc(F)cc2)sc1=O
  -0.9	-14	10	9	.	.	.	9	-8	1	54
> CC(C)NC(=O)C1(C)CCN1Cc1ccc(Cl)cc1 (stereo unspecified)
  -0.5	0	14	8	.	.	.	8	-1	-30	0
> COc1ccc2cc(C(=O)N3CCN(c4ccccc4F)CC3)[nH]c2c1
  -0.4	9	-45	-27	2	.	-2	11	8	13	-7
> c1ccc(COC2CCCN(Cc3nc(-c4cnccn4)no3)C2)nc1 (stereo unspecified)
  0.2	5	-2	7	-6	4	15	-6	-5	-16	-2
> CC(=O)N(c1ccc(C)cc1)C1C=CS(=O)(=O)C1 (stereo unspecified)
  -2.0	-4	3	1	-2	4	-1	13	-7	-19	-3
> CCOC(=O)C1CCCN(Cc2c(C(=O)N3CCOCC3)nc3ccccn23)C1 (stereo unspecified)
  2.3	7	12	10	11	-4	-2	-2	9	13	18
> O=C(Oc1ccc2c(-c3ccccc3)cc(=O)oc2c1)c1cccs1
  -0.3	-13	-32	-14	4	-5	9	20	-8	-22	2
> Cc1cc(=O)n2[nH]c(N3C(=O)CCC3=O)nc2n1
  -0.7	-2	4	4	-1	0	-9	14	3	-14	-15
> COc1cccc(N2C(=NC(=O)C3CCCCC3)SC3CS(=O)(=O)CC32)c1 (stereo unspecified)
  0.6	-3	1	7	4	-4	-1	2	-25	-9	-6
> O=C(O)c1cccc2c3c([nH]c12)CCCC3
  -0.5	-10	3	7	6	2	-8	21	1	-21	-18
> COC(=O)Nc1ccc(S(=O)(=O)n2cnc3ccccc32)cc1
  -0.6	-10	1	-10	4	2	-7	-12	0	-16	-19
> COc1ccc(NC(=O)CCCN2C(=O)C3C4C=CC(C4)C3C2=O)c(OC)c1 (stereo unspecified)
  0.4	13	-3	0	10	3	-4	-13	1	3	-7
> CCn1c(=O)n(CC(=O)Nc2cc(OC)c(OC)c(OC)c2)c(=O)c2ccccc21
  0.6	-7	27	8	14	-4	0	-7	-11	10	0
> COc1ccc(CN2CCN(c3ccc(F)cc3)CC2)c(OC)c1OC
  0.0	5	18	23	-4	0	8	-2	11	-3	26
> O=S(=O)(Nc1cccc(-n2cnnn2)c1)c1cc(Br)ccc1Br
  -0.3	-15	18	8	5	0	2	-13	-4	-7	-7
> CN(C)C(=O)C[n+]1ccc(C(N)=O)cc1
  0.0	-3	8	17	-7	-2	-5	-2	1	-20	-3
> COc1ccc(NC(=O)CN2CC(C)OC(C)C2)cc1Cl (stereo unspecified)
  0.1	-6	13	11	5	0	-3	6	-9	-3	20
> COC(=O)c1ccc(CSc2nnc(CNC(=O)c3ccccc3F)o2)o1
  -0.7	3	0	11	-12	2	-11	1	6	-8	-5

Two neighbouring compounds already listed, quoted:
The line under a structure holds: hiPSC survival	KKLEB tox	Peg3 promoter	HIF-2a block	TRPM1 prom inh	NR2E3 ag-2	EBV LMP1 NFkB	CF NFkB inh	TRAIL sens C8	NR2E3 ag-1	Shn3 inh set2
> COc1ccc(NC(=O)CN2CC(C)OC(C)C2)cc1Cl (stereo unspecified)
  0.1	-6	13	11	5	0	-3	6	-9	-3	20
> COC(=O)c1ccc(CSc2nnc(CNC(=O)c3ccccc3F)o2)o1
  -0.7	3	0	11	-12	2	-11	1	6	-8	-5

Going on with the list:
The line under a structure holds: hiPSC survival	KKLEB tox	Peg3 promoter	HIF-2a block	TRPM1 prom inh	NR2E3 ag-2	EBV LMP1 NFkB	CF NFkB inh	TRAIL sens C8	NR2E3 ag-1	Shn3 inh set2
> CCCCN(CC)Cc1ccc(CNC(=O)Nc2ccccc2)o1
  -2.0	-5	-2	17	-4	-1	4	5	3	-12	10
> COc1ccc(CC(=O)OCC(=O)N(CC(C)C)c2c(N)n(Cc3ccccc3)c(=O)[nH]c2=O)cc1
  -0.5	10	8	-4	0	2	3	-11	13	3	-6
> COCCN1C=C2C(=O)C(C)(OC(=O)C3CCCC3)C(=O)C(c3ccccc3)=C2C=C1CCCC(=O)OC (stereo unspecified)
  -2.8	-6	0	22	0	2	2	-18	-5	16	-19
> Cc1nc2ccc(NC(=O)c3cccc(S(=O)(=O)N4CCOCC4)c3)cc2s1
  -0.3	1	13	6	5	.	14	16	-4	0	21
> Cc1cccc(NC(=O)CNC(=O)COC(=O)CCS(=O)(=O)c2ccccc2)c1C
  -0.5	11	7	12	-4	-3	6	10	-4	6	6
> CCc1nnc(SC(C)C(=O)Nc2nccs2)n1C (stereo unspecified)
  -0.1	-22	14	8	2	2	-6	6	-21	9	-3
> O=C1C2ON(c3ccccc3)C(c3ccncc3)C2C(=O)N1c1ccc(N2CCOCC2)cc1 (stereo unspecified)
  0.8	-2	1	4	4	-2	1	-6	11	7	14
> COC(=O)c1ccc(CSc2nnc(Nc3ccc(C)cc3)s2)o1
  -4.7	0	3	-41	9	0	5	-9	-2	-16	-24
> O=C(c1ccco1)[C@@H]1[C@@H]2C(=O)N(c3ccccc3)C(=O)[C@@H]2C2c3ccccc3C=CN21 (stereo partly specified)
  0.2	12	-23	-14	24	6	-14	0	22	-32	-90
> Cc1ccc(NC(=O)Nc2nnc(-c3ccncc3)s2)cc1C
  0.6	-30	-139	-152	-8	0	15	90*	19	-43	-11
> Cc1ccc(C(c2ccc(C)c(C)c2)C(O)C2OC(=O)C(O)C2O)cc1C (stereo unspecified)
  1.1	-9	-11	-5	13	.	6	21	10	0	20
> COc1ccc(N(CC(=O)Nc2cccc(C)c2)S(=O)(=O)c2c(C)n[nH]c2C)cc1
  3.1	-7	8	23	15	3	4	0	-12	-23	56
> CSc1nsc(/C=C/Nc2ccc(O)cc2C)c1C#N
  -1.2	-11	17	0	3	2	2	10	-4	-13	16
> NS(=O)(=O)c1ccc(N2CCCCCC2)c([N+](=O)[O-])c1
  -1.1	-1	-4	0	-9	2	-9	-8	-2	7	14
> O=C(N/N=C/c1ccccc1)c1ccc(CN2C(=O)c3cccc4cccc2c34)cc1
  1.1	-4	18	-10	0	1	2	8	-6	-12	16
> Cc1cc(C)n2ncc(C(=O)Nc3ccc4c(c3)OCO4)c2n1
  -3.7	7	-46	-46	-10	4	-19	-20	-8	-26	-22
> CC(Oc1ccc(Cl)cc1)c1ccnc(N)n1 (stereo unspecified)
  0.1	2	6	4	2	6	-5	-14	-3	11	-13
> CN(C(=O)COC(=O)c1ccc(Cl)c(N)c1)c1ccccc1
  -0.3	0	5	0	-3	2	-5	3	-12	-26	7
> O=S1(=O)C[C@H](N2CCN(CCO)CC2)[C@@H](COCc2ccccc2)N1
  1.2	-2	5	3	.	.	.	0	1	13	-14
> CCOc1cccc(CN2CCCC(CNC(=O)c3cccc(OC)c3OC)C2)c1 (stereo unspecified)
  -0.2	1	1	9	7	3	10	17	5	-30	-10
> Cn1c(C(=O)NCCCN2CCOCC2)cc2c(=O)n(C)c3ccccc3c21
  0.7	5	10	3	4	-4	-19	-16	-4	-17	-8
> COc1ccc(N=C2SC(CC(=O)Nc3ccccc3OC)C(=O)N2Cc2ccco2)cc1 (stereo unspecified)
  -0.8	-3	20	17	4	-1	-1	3	19	-2	20
> CC(=O)c1sc(N2CCOCC2)nc1-c1ccccc1
  -0.7	-3	18	7	-6	-1	5	1	1	-2	1
> CCc1ccc(OCC(O)CN2CCN(c3ccccn3)CC2)cc1 (stereo unspecified)
  1.3	-11	11	21	-3	2	1	7	2	1	-8
> COc1ccc(NC(=O)N(C)C[C@H]2Oc3ccc(NC(=O)Cc4ccccc4)cc3C(=O)N([C@H](C)CO)C[C@@H]2C)cc1
  2.9	-14	6	1	5	.	40	4	1	-14	0
> CC(C)CCn1cnc2c(cnn2-c2ccc(F)cc2)c1=O
  -0.1	-19	-181	-146	-22	1	-2	2	3	-35	-23
> Cc1ccc(S(=O)(=O)N2CC(C)C(=O)CC2C)cc1 (stereo unspecified)
  -0.4	0	14	18	5	4	3	-2	-3	-4	-19
> CCOC(=O)C(NCc1ccccc1OC)(NC(C)=O)C(F)(F)F (stereo unspecified)
  -0.6	-10	1	20	-2	0	1	13	12	-8	2
> CCOC(=O)[C@@H]1[C@H]2COc3cc(OC)ccc3[C@H]2N2C(=O)N(c3ccc(C)cc3)C(=O)[C@]12C
  -1.4	2	-12	-10	-10	.	3	-7	-7	-2	-4
> COc1ccc(S(=O)(=O)NCC2CCCN(C(=O)c3cccnc3C)C2)cc1 (stereo unspecified)
  -2.6	4	-12	8	2	0	-6	-3	-4	13	15
> COc1ccc(S(=O)(=O)Nc2ccc3c(c2)C(=O)N([C@H](C)CO)C[C@H](C)[C@@H](CN(C)S(=O)(=O)c2c(C)noc2C)O3)cc1
  -0.5	5	-10	9	-12	.	6	-3	8	-1	3
> CC1=NN(C(N)=S)C(=O)C1N=Nc1c(Br)cc(Br)cc1Br (stereo unspecified)
  -0.7	-2	-19	-111	4	-3	-8	3	-14	-48	3
> O=C(Nc1ccc(OCC(=O)N2CCC(Cc3ccccc3)CC2)cc1)c1ccco1
  -0.7	5	-21	5	2	-4	-11	22	8	18	-3
> C[C@H](CO)N1C[C@H](C)[C@@H](CN(C)C(=O)NC2CCCCC2)Oc2ncc(Br)cc2C1=O
  0.7	5	1	4	.	.	0	-13	3	-45	-59
> CCN(CC(=O)NCc1cccs1)c1nnnn1-c1ccccc1
  -1.9	-4	9	14	8	0	11	14	14	-8	-4
> O/N=C1\CCSc2ccc(F)cc21
  -0.5	-7	-1	15	-3	-1	2	12	2	15	10
> Fc1ccccc1Cc1nnc2n1N=C(c1ccc(Cl)cc1)CS2
  1.5	-8	13	16	8	1	1	20	-9	-17	24
> CCCN(C(=O)CSc1ncccn1)C1CCS(=O)(=O)C1 (stereo unspecified)
  -0.5	0	0	7	.	.	0	15	11	-11	9
> O=C(NCCCN1CCOCC1)C1CCCN(S(=O)(=O)N2CCCCC2)C1 (stereo unspecified)
  -0.4	-33	-2	3	2	1	-7	-3	-9	-10	-13
> COc1ccc(Cl)cc1S(=O)(=O)NCCCn1ccnc1
  -0.2	2	15	12	8	7	7	-1	-4	-11	15
> COc1cc(C(=O)NC2CCN(C)CC2)ccc1Nc1ncc2c(n1)N(C1CCCCC1)CCC(=O)N2C
  -5.9	-26	91*	-37	?	.	7	-101	15	-2	52
> O=C(c1cccs1)N(Cc1cccc(F)c1)C1CCS(=O)(=O)C1 (stereo unspecified)
  -0.4	5	-2	-1	4	0	-6	-11	9	-32	5

A portion of the library; rates above refer to the full screens.
